# Screens from PubChem.
# Rac1 GTP hydrolysis: MgcRacGAP GTPase-activating activity inhibitors, confirmation, biochemical, ADP Hunter fluorescence. inhibition, % at 30 µM; hits with a dose series show IC50 in µM. actives 0.6% (n = 340,000). MgcRacGAP-stimulated Rac1 GTP hydrolysis, ADP Hunter fluorescence; higher % means a stronger effect; GST-tagged Rac1 F28L mutant substrate;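 active means first-screen hits whose inhibition reached a set limit at any dose in the follow-up dose series; inconclusive means inhibition above the set first-screen limit but never retested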;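 further: fluorescence reports GDP produced by GAP-driven GTP hydrolysis; strong numbers were not always called active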
# SIAH1 antagonists: blockers of Siah-1 interaction with plectin peptide – biochemical, fluorescence polarization, rhodamine-plectin, uHTS, primary screen (AID 1817); Siah-1 / rhodamine-plectin peptide fluorescence polarization; higher % means a stronger effect; displacement, % at 20 µM, or IC50 in µM where a hit was titrated; actives 0.02% (n = 290,000);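 active means displacement of at least 50% at 20 µM, with a fluorescence ratio check between 0.3 and a set limit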;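 further: plate controls were Siah plus tracer with DMSO for no effect and tracer alone without Siah for full effect; strong numbers were not always called active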
# GPR55 antagonists: inhibition of LPI-stimulated GPR55 beta-arrestin translocation – imaging, U2OS, beta-arrestin-GFP, LPI agonist, primary screen (AID 2013); actives 0.13% (n = 290,000); one-dose inhibition, % at 10 µM; IC50 in µM for titrated hits; U2OS GPR55 beta-arrestin-GFP translocation imaging, LPI antagonism; higher % means a stronger effect;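 active means spots per cell inhibited over 60%, with over 100 cells counted and total cytoplasm intensity under 500,000; inconclusive means wells with under 100 cells, flagged as likely toxic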;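 further: U2OS cells stably carrying GPR55 and arrestin-GFP stimulated by 5 µM LPI near EC80; imaged beta-arrestin-GFP aggregate spots per cell after agonist stimulation; plate controls were LPI-stimulated DMSO wells for no effect and DMSO wells without LPI for full effect; some results filed as inactive read as strong as hits; confirmed hits need IC50 under 10 µM and bright autofluorescent wells are also inconclusive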
# Myeloid diff MLP: compounds promoting myeloid differentiation; ER-HoxA9 myeloid progenitors, lysozyme-GFP differentiation, flow cytometry; calls only at 10 µM; actives 1% (n = 360,000); AID 624256;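 active means normalized GFP-positive differentiation at or above the plate's own cutoff, the solvent-only control mean plus 3 SD; inconclusive means no clear call, values can overlap the other calls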;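 further: cells exposed to compound for four days before flow analysis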
# NTR1 agonist: agonists of NTR1, primary screen, imaging, U2OS cells, beta-arrestin-GFP, high content (AID 493036); actives 0.17% (n = 330,000); NTR1-U2OS beta-arrestin-GFP spot imaging, agonist mode; activation, % at 20 µM;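 active means activation at or above 40% of the spot to cytoplasm intensity ratio, with at least 20 cells analyzed; inconclusive means wells under 20 cells, flagged as cytotoxic or low count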;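 further: 0% = DMSO without peptide and 100% = 100 nM NTR1 peptide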
# Target sequence (P30989 whole entry, looked up): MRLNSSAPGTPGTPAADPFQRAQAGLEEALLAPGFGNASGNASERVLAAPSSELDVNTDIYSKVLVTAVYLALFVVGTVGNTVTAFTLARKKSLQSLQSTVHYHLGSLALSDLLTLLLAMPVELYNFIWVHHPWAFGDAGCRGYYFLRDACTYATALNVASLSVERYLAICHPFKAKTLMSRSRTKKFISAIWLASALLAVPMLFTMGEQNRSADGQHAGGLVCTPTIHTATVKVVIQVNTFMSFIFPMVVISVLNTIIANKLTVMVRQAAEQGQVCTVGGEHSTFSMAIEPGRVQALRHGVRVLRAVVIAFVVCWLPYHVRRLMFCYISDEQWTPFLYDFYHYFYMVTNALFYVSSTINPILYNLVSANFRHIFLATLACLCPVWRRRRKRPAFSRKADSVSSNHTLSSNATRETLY
# LYP phosphatase: inhibitors of LYP phosphatase, biochemical, fluorescence intensity, uHTS (AID 1779); recombinant LYP phosphatase, fluorescence intensity; higher % means a stronger effect; one-dose inhibition, % at 11.5 µM; IC50 in µM for titrated hits; actives 0.054% (n = 290,000); in the data active means inhibition above about 50%;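 further: plate controls were vehicle with enzyme for no effect and no enzyme for full effect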
# GPR35 arrestin U2OS: inhibition of zaprinast-stimulated GPR35 beta-arrestin translocation – imaging, U2OS, beta-arrestin-GFP, zaprinast agonist, primary screen (AID 2058) | U2OS GPR35 beta-arrestin-GFP translocation imaging, zaprinast antagonism; higher % means a stronger effect | one-dose inhibition, % at 10 µM; IC50 in µM for titrated hits | actives 0.052% (n = 290,000);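 active means inhibition of at least 50% with at least 30 cells and total cytoplasm GFP at most 10,000,000; inconclusive means under 30 cells or total GFP of 10,000,000 plus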
# HIV fusion peptide: cell-free HIV fusion peptide-binding blockers – biochemical, uHTS, fluorescence dequenching, primary screen (AID 1986). cell-free peptide binding, fluorescence dequenching, 30 min; higher % means a stronger effect. actives 0.3% (n = 290,000). one-dose inhibition, % at 20 µM; IC50 in µM for titrated hits; in the data active means inhibition mostly above about 52%, no sharp cut-off; inactive means mostly below about 76%; further: some results filed as inactive read as strong as hits
# PhoP inhibition: PhoP-dependent GFP reporter repression – Salmonella Typhimurium, primary screen (AID 1863). inhibition, % at 50 µM; hits with a dose series show IC50 in µM. actives 0.16% (n = 300,000). S. Typhimurium PhoP-regulated promoter GFP reporter, 4 h; higher % means a stronger effect;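 active means inhibition over 29.93%, a cutoff 3 SD above the screen mean, later confirmed by dose response; inconclusive means inhibition over 29.93% but no dose response follow-up; inactive means inhibition at most 29.93% or unconfirmed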;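 further: 0% = low Mg2+ inducing control and 100% = high Mg2+ repressing control; strong numbers were not always called active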
# NTR1 agonist cell count 20 µM: second read-out of NTR1 agonist, no call of its own (marks repeat the call); cell count; measured here: cell count, cytotoxicity flag
# Myeloid diff MLP GFP+ MAC1+ %: recorded beside Myeloid diff MLP, whose call it bears; GFP+ MAC1+ double positive, %; measured here: differentiation confirmed by MAC1 staining
# Numbers without * were called inactive; i = inactive; ? = inconclusive; · = not tested or not shown; + = active, no number. Rows are unselected. Share with any hit: about 2.4%.
SMILES,Rac1 GTP hydrolysis,SIAH1 antagonists,GPR55 antagonists,Myeloid diff MLP,Myeloid diff MLP GFP+ MAC1+ %,NTR1 agonist,NTR1 agonist cell count 20 µM,LYP phosphatase,GPR35 arrestin U2OS,HIV fusion peptide,PhoP inhibition
COc1cc2c(cc1OC)C(c1ccc(OC)c(OC)c1OC)CC(=O)N2 (configuration not stated),-3%,11%,-4%,i,1.0,0.2,70,-9%,8%,1.2%,-3%
CC(CN1CCN(C)CC1)OC(=O)c1ccc(Cl)cc1 (configuration not stated),4%,8%,-1%,i,0.7,-6.7,85,-9%,9%,-0.2%,-12%
O=C(CCCOc1ccccc1)N1CCCc2ccccc21,-1%,4%,-1%,i,7.4,0.3,39,6%,-4%,-0.1%,31%
Cc1cccc(C(=O)N/N=C/c2coc3ccccc3c2=O)c1,7%,8%,16%,i,0.0,0.0,49,-7%,0%,0.2%,7%
O=C(CCSc1ccc(Cl)cc1)c1cccs1,17%,9%,7%,i,0.7,5.3,22,2%,-2%,-1.1%,6%
Cc1noc(C)c1C(=O)N1CCCC1,6%,-2%,3%,i,1.5,0.6,75,-11%,14%,3.3%,2%
Cc1oc(-c2ccccc2)nc1CS(=O)CC(=O)NC1CCCC1 (configuration not stated),13%,3%,0%,i,2.3,5.8,65,-6%,12%,3.2%,·
CS(=O)(=O)N(CC(=O)Nc1cccc(Br)c1)Cc1ccccc1,3%,0%,-10%,i,0.2,1.3,64,-11%,4%,-0.9%,0%
O=C(CCc1ccc(Oc2cc([N+](=O)[O-])cc([N+](=O)[O-])c2)cc1)NC1CCCC1,4%,8%,4%,i,0.1,-0.9,88,1%,3%,0.6%,2%
Cc1ccccc1-n1nc2c(c1NC(=O)c1cccc(F)c1)CS(=O)C2 (configuration not stated),16%,0%,25%,i,2.9,-1.7,62,-1%,10%,-0.2%,-2%
COC(=O)C1(C)NC(c2ccc(Cl)cc2)C2C(=O)N(c3ccccc3)C(=O)C21 (configuration not stated),7%,0%,-8%,i,0.2,1.0,66,-13%,-6%,1.6%,18%
Nc1nc2c([N+](=O)[O-])cccc2s1,2%,5%,7%,i,0.5,-0.9,21,-4%,6%,-0.1%,10%
Cc1ccc(NC(=O)COC(=O)c2cccnc2Cl)cc1S(=O)(=O)N1CCCCC1,4%,-1%,-19%,i,1.0,2.2,65,-6%,-18%,-0.3%,3%
CCCCN(Cc1ccco1)S(=O)(=O)c1ccc(-c2ccc(=O)[nH]n2)s1,-1%,0%,-7%,?,·,1.1,56,-6%,10%,4.8%,-4%
COc1ccccc1CCc1nnc(CCC(=O)NCCOc2cccnc2)o1,12%,4%,1%,i,0.7,-1.1,78,-6%,0%,0.8%,-8%
O=C(Cn1cc2c(n1)CCCCC2)N1CCc2ccccc2C1,3%,5%,5%,i,1.1,0.5,64,-4%,18%,-1.5%,3%
O=C(/C=C/c1cccc([N+](=O)[O-])c1)NCCSc1ccccc1,8%,2%,7%,i,1.3,0.3,37,0%,8%,-0.2%,7%
C=C(C)c1cccc(C(C)(C)NC(=O)NCc2ccc(OC)cc2)c1,4%,5%,6%,i,0.4,1.4,72,-3%,0%,0.5%,-10%
Nc1c(C(=O)NCc2ccco2)c2nc3ccccc3nc2n1CCc1ccc(F)cc1,8%,2%,-2%,i,3.4,8.9,88,-2%,-13%,-1.9%,-1%
Cc1c(C(=O)N(Cc2ccc(N(C)C)cc2)C2CCS(=O)(=O)C2)oc2ccccc12 (configuration not stated),2%,-3%,2%,i,0.4,2.2,37,-5%,9%,-3.1%,-4%
CC1CCN(c2c(NCC3CCC(C(=O)NC4CCCCCC4)CC3)c(=O)c2=O)CC1 (configuration not stated),9%,-14%,-4%,i,1.2,1.5,43,-2%,0%,-1.0%,2%
COc1ccc(C(=O)Nc2ccccc2NC(=O)c2ccco2)c(OC)c1,2%,9%,1%,i,0.6,-1.8,89,-8%,10%,-0.5%,8%
O=C(COc1ccccc1CNCc1ccccc1)Nc1ccccc1,5%,-1%,8%,i,0.7,0.1,74,-10%,0%,0.1%,-2%
COc1ccc(N2CCN(C(=O)Cn3cnc4c3c(=O)n(C)c(=O)n4C)CC2)cc1,13%,-1%,8%,i,0.2,-0.4,109,-8%,0%,-1.3%,0%
O=c1[nH]cnc2c1sc1nc3c(c(-c4ccc(Cl)cc4)c12)CCC3,3%,0%,-2%,i,0.5,15,61,-5%,-1%,-1.4%,20%
O=C(Nc1nc2ccccc2s1)c1cc2c(s1)-c1ccccc1OC2,9%,2%,-12%,i,0.8,2.4,52,-6%,-16%,10%,-4%
CC(=O)N1CCc2cc(Br)cc(S(=O)(=O)N3CCCCCC3)c21,11%,2%,19%,i,2.5,4.6,57,-9%,-3%,-2.3%,11%
Cc1ccc(C)c(NC(=O)C(Sc2nc3ccccc3c(=O)n2CC(C)C)c2ccccc2)c1 (configuration not stated),-18%,12%,15%,?,·,2.3,51,-6%,1%,1.8%,4%
CCOC(=O)/C=C1\SCC(=O)N1CC(=O)NC1CCCCC1,-1%,0%,-11%,+,11*,1.3,45,-5%,6%,2.9%,37%
O=C(NCC1CC1)Nc1cccc(C(F)(F)F)c1,-2%,-1%,-4%,i,0.8,·,·,0%,-8%,-1.4%,8%
CN(C(=O)c1cnccn1)c1nnc(-c2cnccn2)s1,8%,0%,9%,i,0.5,-1.9,47,0%,11%,4.9%,2%
CCOC(=O)c1[nH]c(C(=O)O)c(OC(=O)CC)c1C,4%,2%,5%,i,1.4,-1.9,92,-2%,4%,2.8%,-3%
Cn1ccnc1SCC(=O)c1cccc(C(F)(F)F)c1,-1%,-4%,-3%,i,0.3,-0.6,53,-6%,7%,1.4%,-6%
CCCOC(=O)c1ccc(NC(=O)c2c(Cl)ccc(Cl)c2OC)cc1,9%,7%,4%,i,0.4,3.9,59,-4%,-1%,2.8%,11%
CCOC(=O)C(Cc1ccccc1)NC(=O)CCc1c(C)nc2ncnn2c1C (configuration not stated),6%,1%,3%,i,0.6,-2.2,87,-8%,4%,-1.6%,3%
CCO[C@H]1OC(C(=O)NCc2nc3ccccc3[nH]2)=C[C@@H](c2ccc(C(F)(F)F)cc2)[C@@H]1CCCO,-1%,0%,6%,i,0.6,8.7,91,0%,14%,1.5%,2%
COc1ccc(CCNC(=O)c2nnn(CC(=O)Nc3c(C)cc(C)cc3C)c2N)cc1OC,12%,-4%,-7%,i,4.1,-1.9,48,-17%,13%,2.7%,3%
CCOc1cc(C(=O)OCC(=O)c2cc(C)n(CC3CCCO3)c2C)ccc1OCC(=O)N1CCOCC1 (configuration not stated),6%,-5%,3%,i,0.3,-1.3,35,-3%,-9%,-2.7%,4%
COc1ccc2c(C(=O)CN(C)C3CCCCC3)c[nH]c2c1,-2%,0%,11%,i,1.4,-1.0,42,-4%,-7%,5.4%,-2%
CCn1c(=O)c(-c2ccccc2)c(O)c2ccccc21,-2%,0%,3%,i,0.3,1.9,80,-7%,-2%,0.0%,-2%
O=C(NCC(=O)N1CCN(c2ccccc2)CC1)c1ccco1,9%,2%,-4%,i,0.5,0.2,67,-5%,17%,-0.2%,2%
Cc1ccc(/C([O-])=C(/C(=S)NCc2ccco2)[n+]2ccccc2)cc1,·,-5%,-6%,·,·,-0.3,72,-8%,8%,26%,-4%
O=C(O)c1ccccc1/C=N/Nc1ccc(S(=O)(=O)N2CCCC2)cc1[N+](=O)[O-],9%,7%,-1%,i,0.3,0.6,54,6%,2%,-3.9%,3%
CCCCn1c(N2CCC(Cc3ccccc3)CC2)nc2c1c(=O)[nH]c(=O)n2C,5%,2%,8%,i,0.5,24,62,1%,-23%,-0.4%,2%
CCOc1ccc(/C=N/NC(=S)NC2CC3CCC2C3)cc1 (configuration not stated),·,0%,0%,i,0.7,12,59,1%,7%,-1.6%,-8%
Cc1ccc(-c2nnc(SCC(=O)NC3CC3)o2)cc1,8%,5%,3%,i,6.2,-1.4,59,-2%,1%,1.1%,-5%
O=C(Nc1cccc(C(F)(F)F)c1)C(Sc1n[nH]c(=O)[nH]c1=O)c1ccccc1 (configuration not stated),-1%,3%,17%,i,0.2,0.7,48,-2%,-11%,11%,-9%
Cc1nn(C)c(C(=O)NC(=S)Nc2ccccc2Br)c1Cl,-2%,-4%,4%,i,0.6,1.3,41,3%,-3%,1.9%,-8%
CCOC(=O)c1ccc(NC(=S)NCCCN2CCN(C3CCCCC3)CC2)cc1,13%,3%,7%,i,0.2,-0.2,55,-2%,-1%,-0.8%,-3%

# A portion from the list above, for reference:
SMILES,Rac1 GTP hydrolysis,SIAH1 antagonists,GPR55 antagonists,Myeloid diff MLP,Myeloid diff MLP GFP+ MAC1+ %,NTR1 agonist,NTR1 agonist cell count 20 µM,LYP phosphatase,GPR35 arrestin U2OS,HIV fusion peptide,PhoP inhibition
Cc1nn(C)c(C(=O)NC(=S)Nc2ccccc2Br)c1Cl,-2%,-4%,4%,i,0.6,1.3,41,3%,-3%,1.9%,-8%
CCOC(=O)c1ccc(NC(=S)NCCCN2CCN(C3CCCCC3)CC2)cc1,13%,3%,7%,i,0.2,-0.2,55,-2%,-1%,-0.8%,-3%

# Individual results from the list.
# O=C(NCC(=O)N1CCN(c2ccccc2)CC1)c1ccco1 | LYP phosphatase = -5%
# Cc1nn(C)c(C(=O)NC(=S)Nc2ccccc2Br)c1Cl | GPR35 arrestin U2OS = -3%
# O=C(Nc1cccc(C(F)(F)F)c1)C(Sc1n[nH]c(=O)[nH]c1=O)c1ccccc1 (configuration not stated) | NTR1 agonist cell count 20 µM = 48
# CCOC(=O)c1ccc(NC(=S)NCCCN2CCN(C3CCCCC3)CC2)cc1 | NTR1 agonist = -0.2
# CCCCn1c(N2CCC(Cc3ccccc3)CC2)nc2c1c(=O)[nH]c(=O)n2C | NTR1 agonist cell count 20 µM = 62
# O=C(O)c1ccccc1/C=N/Nc1ccc(S(=O)(=O)N2CCCC2)cc1[N+](=O)[O-] | GPR35 arrestin U2OS = 2%
